Assay outcomes as filed in PubChem.
FBW7 activator: activators of human E3 ligase FBW7 | Q969H0 | AlphaScreen FBW7–phospho-cyclin E peptide binding, activator screen | normalized activity (activation), % at 26.1 µM | 650,000 compounds, 0.13% hits; in the data active means normalized activity above about 1.9%;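 further: purified mutant Fbw7 with reduced substrate affinity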
MITF inh: human MITF inhibition, primary screen; AlphaScreen MITF homodimerization, bead proximity signal; 650,000 compounds, 0.91% hits; AID 1259374; inhibition, % at 2.6 µM; in the data active means inhibition above about 50%;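 further: 0% = vehicle wells with protein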
Target sequence (O75030 whole entry, looked up): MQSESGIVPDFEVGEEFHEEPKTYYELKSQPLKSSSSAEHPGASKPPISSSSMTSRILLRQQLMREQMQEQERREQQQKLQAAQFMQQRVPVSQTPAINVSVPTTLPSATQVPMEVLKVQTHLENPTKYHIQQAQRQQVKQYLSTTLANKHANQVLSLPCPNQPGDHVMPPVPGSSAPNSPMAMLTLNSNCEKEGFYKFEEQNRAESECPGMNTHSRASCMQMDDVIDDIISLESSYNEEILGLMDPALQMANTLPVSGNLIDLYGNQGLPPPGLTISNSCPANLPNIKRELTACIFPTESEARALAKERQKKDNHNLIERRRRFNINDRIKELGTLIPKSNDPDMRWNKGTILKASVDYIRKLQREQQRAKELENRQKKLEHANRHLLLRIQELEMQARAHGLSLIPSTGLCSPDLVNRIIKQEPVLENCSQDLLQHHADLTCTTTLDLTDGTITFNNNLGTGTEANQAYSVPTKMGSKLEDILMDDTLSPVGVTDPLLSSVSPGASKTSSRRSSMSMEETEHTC
TEAD-YAP inh: TEAD-YAP interaction inhibition; HEK-TIYL cells, TEAD-Gal4/YAP UAS-luciferase luminescence; inhibition, % at 9.12 µM; 640,000 compounds, 1.4% hits; AID 1259422; in the data active means inhibition above about 32%;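 further: 0% = median of test compound wells and 100% = reference inhibitor wells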
GPR151 activ: human GPR151 activation; AID 1508602; PathHunter beta-arrestin GPR151 cells, luminescence; activation, % at 11.2 µM; 650,000 compounds, 1% hits; Q8TDV0; in the data active means activation above about 4.9%;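 further: 0% = median of compound wells and 100% = cells with positive control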
Numbers without * were called inactive; & = joins results of further samples.

mol | FBW7 activator | MITF inh | TEAD-YAP inh | GPR151 activ
CC(=O)NC/C(C)=N\NC(=O)c1ccccc1O | 0.1 | 10.8 | -26.3 | -0.2
O=C(CCl)Nc1ccc(S(=O)(=O)Nc2nccs2)cc1 | -0.1 | 0.6 | 11.1 | 1.1
O=C(Cc1ccccc1)Nc1ccc(Nc2ccc(-n3cccn3)nn2)cc1 | -0.2 | 59.8* | -28.0 | 1.5
CCn1c(NC(=S)Nc2ccccc2)nc2ccccc21 | 0.0&-0.4 | 9.8&14.2 | -5.3&-38.0 | -0.7&-0.1
CC(C)(C)c1ccc(NC(=O)CCl)cc1 | 0.0 | 4.1 | 17.4 | -0.2
Cc1ccc(C(=O)NCCCS(=O)(=O)N2CCN(c3ccc(F)cc3)CC2)cc1C | 0.0 | 12.0 | 3.5 | -1.0
CSCCC(=O)NCC1Cc2cc(Cl)cc(-c3ccncc3)c2O1 (centres undefined) | 0.1 | -23.0 | -5.4 | 0.0
COc1cc(CNc2ccnc3c(-c4ccc(C)cc4)cnn23)cc(OC)c1OC | 0.2 | 13.3 | 16.7 | -0.5
O=C(O)/C(=C\c1ccc(Cl)cc1)NC(=O)c1ccc(Br)cc1 | -0.1 | -11.6 | -1.5 | 1.1
CCOc1ccccc1N(C)C(=O)Cn1ncc2c1-c1cc(C)ccc1OC2 | -0.3 | -4.3 | 7.1 | -0.3
CC1(C)Cc2cccc(OCC(=O)OCC(=O)Nc3ccc([N+](=O)[O-])cc3C#N)c2O1 | -0.2 | -4.3 | -1.7 | -0.3
CC(C)(C)CC(=O)NCC(c1ccco1)N1CCN(c2ccccc2)CC1 (centres undefined) | -0.1 | 1.4 | 3.1 | 0.2
COC(=O)CCN(C(=O)c1ccc(C(C)(C)C)cc1)c1ccccn1 | 0.4 | 8.0 | 8.0 | -1.6
COc1ccccc1/C=C(\C#N)C(=O)Nc1ccc([N+](=O)[O-])cc1Br | 0.2 | 7.0 | 2.6 | 1.0
CCS(=O)(=O)N1CCc2ccc(NS(=O)(=O)CC(C)C)cc2C1 | -0.1 | -3.0 | 4.5 | 0.8
Cc1ccc2c(c1)C(O)(CC(=O)c1ccc3c(c1)CCCC3)C(=O)N2 (centres undefined) | 0.5 | 10.0 | 3.4 | 0.3
NC1=NC(c2ccc(C(F)(F)F)cc2)n2c(nc3ccccc32)N1 (centres undefined) | -0.1 | -3.1 | 3.1 | 0.3
O=C(Cc1ccccc1)N/N=C/c1ccccn1 | -0.2 | 2.1 | -16.6 | -0.5
CC(C)(C#CC(O)(c1ccccc1)c1ccccc1)N1CCCC1 | 0.1 | -0.7 | 3.6 | 0.6
CCOC(=O)c1cnc2ccc(OCC)cc2c1N1CCN(Cc2ccccc2)CC1 | -0.1 | -3.3 | 0.8 | 1.4
C/C(CC(=O)NC12CC3CC(CC(C3)C1)C2)=N\NC(=O)c1ccc(O)cc1O | 0.1 | 10.6 | 14.2 | -0.7
COCc1ccc(/C=C/C(=O)c2ccc(OC)cc2)o1 | -0.1 | -1.6 | -18.1 | -0.7
CC(Sc1ccc(S(=O)(=O)N2CCOCC2)cc1[N+](=O)[O-])C(=O)O (centres undefined) | -0.2 | -9.9 | -2.9 | 1.2
Cc1ccccc1C1(CC(=O)N(C)CCc2cnn(C)c2)CC(=O)N(C2CC2)C1=O (centres undefined) | 0.1 | 7.0 | -7.8 | 2.4
CC1CCC(N2C(=O)C3C(C(=O)Nc4ccc(C(C)C)cc4)C4C=CC3(O4)C2C(=O)NC2CCCCC2C)CC1 (centres undefined) | 0.1 | 9.2 | 7.2 | -0.7
Fc1ccc(CN2CCc3nncn3CC2)cc1 | -0.1 | -7.2 | -1.5 | -0.9
C#CCNc1ccc(OC)cc1 | -0.1 | 11.3 | -3.9 | -1.3
COc1ccc(NC(=O)Cn2cnc3sc(C)cc3c2=O)c(OC)c1 | 0.0 | 11.4 | -6.9 | -1.8
OC(CN1CCOCC1)Cn1c2ccc(Cl)cc2c2cc(Cl)ccc21 (centres undefined) | -0.1 | -3.2 | -7.1 | 0.4
CCOC(=O)c1nnn(-c2nonc2N)c1-c1ccc(Cl)cc1 | -0.1 | 1.4 | -10.6 | 1.1
CCN1CCN(c2c(Cl)cccc2NC(=O)c2ccco2)CC1 | 0.1 | 8.9 | -9.4 | 1.4
N#C/C(=C\c1cccc(O)c1)c1ccc([N+](=O)[O-])cc1 | 0.7 | 23.6 | 8.7 | -1.0
Cc1nc2sccn2c1CN1CCOc2ccc(C(O)C3CCCCC3)cc2C1 (centres undefined) | 0.1 | 5.1 | 16.1 | -2.0
O=C(Nc1ccc(F)cc1)C1CCN(C(=O)Nc2ccc(Cl)cc2)CC1 | -0.1 | 7.3 | 2.0 | -0.2
Cc1ccc(NC(=O)Cn2nc(C)c3ccccc3c2=O)c(C)c1 | 0.8 | 8.4 | 3.2 | 2.6
COC(=O)c1ccc(S(=O)(=O)N2CCN(c3nccnc3NS(C)(=O)=O)CC2)o1 | 0.0 | -7.8 | -5.6 | -1.4
CCOC(=O)c1csc(NC(=O)c2ccc(S(=O)(=O)N(CC)CC)cc2)n1 | -0.1 | -5.5 | -0.3 | 0.4
COc1cccc(C(=O)N/N=C/c2ccccc2[N+](=O)[O-])c1 | 0.0 | -10.6 | -46.2 | -0.2
O=C(NCCC1=CCCCC1)C(=O)Nc1cccc(C(F)(F)F)c1 | 0.1 | 0.8 | 7.3 | 0.3
NC(=O)c1c(NC(=O)c2ccc(Br)o2)sc2c1CCCCC2 | -0.1 | -4.5 | 85.2* | -3.5
CNC(=O)CC(=O)Nc1ccc(C(=O)O)cc1 | 0.1 | -2.3 | -2.8 | -0.1
Cc1cccc(C(=O)Nc2c3c(nn2-c2cccc(Cl)c2)CSC3)c1 | -0.1 | 6.3 | 3.5 | 3.1
COc1ccccc1CC(=O)Nc1cccc(Cl)c1C | 0.3 | -2.1 | 0.1 | 0.9
CCOc1ccc(N(C(C)C(=O)NCc2ccccc2)S(C)(=O)=O)cc1 (centres undefined) | 0.2 | 2.2 | 12.8 | 0.6
CC(=O)N(C)c1ccc(NC(=O)Nc2cccc(Cl)c2)cc1 | -0.1 | 4.3 | -64.8 | 0.5
O=C(Nc1nccs1)c1oc(=O)c2ccccc2c1-c1ccccc1 | 0.0 | 7.1 | -2.1 | 0.1
O=C(c1ccc(N2CCC(NCCc3cccc(F)c3)CC2)cc1)N1CCCC(O)C1 (centres undefined) | -0.1 | 5.0 | 7.4 | -0.2
CC(C)C(=O)N1CC[C@@H]2[C@H](CCCN2C(=O)c2cccc(-c3cccc(F)c3)c2)C1 | -0.1 | -0.5 | -0.2 | 1.2
COc1cc(CN2CCc3nnc(CNC(=O)COc4ccccc4)n3CC2)ccc1O | 0.2 | -11.4 | 10.5 | -0.5
Cc1ccccc1N(CC(=O)NCc1ccco1)C(=O)CCC(=O)Nc1ccccn1 | -0.1 | 5.2 | -0.3 | -1.3
COc1ccccc1NC(=O)NC(C)Cc1ccco1 (centres undefined) | -0.3 | 10.6 | 1.4 | 0.1
COc1ccc(NC(=O)C(=O)NCCc2ccccc2)cc1OC | 0.2 | 8.4 | -7.9 | -1.5
Cc1[nH]n(C)c(=O)c1[N+](=O)[O-] | 0.2 | 8.6 | 15.3 | 1.2
Cc1nc2cc(NC(=O)c3ccc(S(=O)(=O)N(C)C4CCCCC4)cc3)ccc2s1 | 0.0 | 11.8 | 37.9* | -0.2
COc1ccc(/C=C(\C#N)C(=O)OCC(=O)N2CCN(C(=O)c3ccco3)CC2)cc1 | -0.1 | -10.6 | 7.7 | 1.6
Cc1ccc(NS(=O)(=O)c2ccc3c(c2)CC(=O)N3)cc1Cl | 0.3 | -10.2 | 13.0 | -1.0
O=C(CN1Cc2ccccc2OC(c2ccsc2)C1)NCc1ccncn1 (centres undefined) | 0.5 | 17.0 | 8.8 | -0.1
CCCN1CC=C2C(C1)C(c1cccc(C(F)(F)F)c1)C(C#N)=C(N)C2(C#N)C#N (centres undefined) | 0.1 | -9.2 | -14.9 | 0.5
O=c1c2ccccc2ncn1CCOc1cc(Cl)ccc1Cl | -0.1 | -8.7 | -34.3 | -1.2
COc1ccc(NC(=O)CSc2ncccc2C(=O)N2CCN(c3ccccn3)CC2)c(OC)c1 | -0.1 | 1.7 | -8.9 | 0.4

Additional results follow.
mol | FBW7 activator | MITF inh | TEAD-YAP inh | GPR151 activ
CCN1C(=O)/C(=C\c2ccc(SC)cc2)SC1=S | -0.2 | 2.9 | -1.4 | -1.3
CC1CCc2c(oc3c2cc(NS(=O)(=O)c2ccc(Cl)c([N+](=O)[O-])c2)c2ccccc23)C1 (centres undefined) | -0.1 | -1.1 | 7.4 | -1.3
COC(=O)c1ccccc1NC(=O)c1noc2c1COc1ccc(C)cc1-2 | 0.0 | 9.9 | 4.0 | 2.6
CC1(C)CC(=O)C2=C(C1)Nc1ccc3ccccc3c1C2c1cccc([N+](=O)[O-])c1 (centres undefined) | 0.0 | 4.5 | 20.8 | 0.2
O=C(Oc1cccc(C(=S)N2CCOCC2)c1)c1ccccc1Cl | 0.2 | -3.4 | 12.4 | 0.5
COc1cc2nc(/C=C\c3ccc(F)cc3)n(-c3cccc(C(F)(F)F)c3)c(=O)c2cc1OC | 0.2 | 5.0 | 3.5 | 1.1
O=S(=O)(NC1CCCCC1Sc1ncn[nH]1)c1ccc(Cl)cc1 (centres undefined) | 0.0 | 5.2 | 5.1 | 1.2
COc1ccc(Br)cc1C(=O)N/C(=C\c1cccc([N+](=O)[O-])c1)C(=O)Nc1ccc(C)cc1 | -0.1 | 0.1 | -3.8 | 1.0
NC(=O)c1ccc(NCc2ccccc2F)c([N+](=O)[O-])c1 | 0.0 | 6.5 | -18.0 | -2.0
Fc1ccc(CNC(=S)NCc2cccnc2)cc1 | -0.1 | -9.6 | 1.6 | 1.4
CN(Cc1ccccc1)Cc1nc2c(c(=O)n(C)c(=O)n2C)n1Cc1cccc(Cl)c1 | -0.1 | 9.5 | 15.5 | 3.0
CC1(C)c2ssc(=S)c2-c2ccccc2N1C(=O)CSc1nnc(N)s1 | -0.3 | 14.6 | -9.2 | 2.2
Cc1ccc(NC(=O)Nc2nnc(N3CCCCC3C)s2)cc1C (centres undefined) | 0.2 | 5.3 | -5.1 | -0.6
COc1ccc2cc3cc(C(=O)NCc4ccc(C)o4)oc3nc2c1 | 0.2 | 7.9 | 10.7 | -3.2
CC(=O)c1cccc(N2C(=O)c3ccc(C(=O)c4ccc5c(c4)C(=O)N(c4cccc(C(C)=O)c4)C5=O)cc3C2=O)c1 | 0.0 | 3.5 | 3.0 | 1.1
N#C/C(=C/c1ccc(OCC(=O)O)cc1)c1cccc(F)c1 | 0.4 | 22.5 | 4.8 | 0.4
O=c1c2sccc2nc(SCc2cccc(F)c2)n1Cc1ccco1 | 0.0 | -2.2 | -14.9 | 0.2
Cc1ccc(C(=O)Nc2ccc(S(=O)(=O)N3CCCC3)cc2)cc1[N+](=O)[O-] | 0.0 | 16.2 | -1.4 | -0.7
Cc1cc(C(=O)CCl)c(C)n1-c1cccc(Cl)c1 | -0.2 | -7.6 | 21.6 | -1.8
O=C(Nc1ccccc1C(=O)O)c1cccc(NC(=O)c2ccc(Br)o2)c1 | 0.3 | 25.4 | 3.5 | 0.6
